# PAD4 FP inh: blocks human protein arginine deiminase 4; Q9UM07; AID 485272; 330,000 compounds, 0.41% hits; inhibition, % at 6.36 µM; recombinant PAD4, RCA probe fluorescence polarization;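 active means percent inhibition above a cutoff equal to the mean of all tested compounds plus 3 SD, cut at about 15% in these data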;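 further: 0% = PAD4 with RCA probe and DMSO and 100% = probe without PAD4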
# MEX-5 binding: C. elegans MEX-5 TCR-2 RNA binding activity | Q9XUB2 | MEX-5/FITC-TCR2 RNA binding, fluorescence polarization; stronger effect = lower value | activity score (negative = inhibition of binding), % at 10 µM | 300,000 compounds, 0.38% hits;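 active means inhibition past about -25% in most replicates, and total fluorescence under double the plate's negative control median, limit read from the data; inconclusive means replicates evenly split on the limit, or fluorescence at least double controls; inactive means too little inhibition in most replicates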;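 further: 0% = DMSO and -100% = 5 µM competing unlabeled TCR2 RNA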
# Target sequence (Q9XUB2 whole entry, looked up): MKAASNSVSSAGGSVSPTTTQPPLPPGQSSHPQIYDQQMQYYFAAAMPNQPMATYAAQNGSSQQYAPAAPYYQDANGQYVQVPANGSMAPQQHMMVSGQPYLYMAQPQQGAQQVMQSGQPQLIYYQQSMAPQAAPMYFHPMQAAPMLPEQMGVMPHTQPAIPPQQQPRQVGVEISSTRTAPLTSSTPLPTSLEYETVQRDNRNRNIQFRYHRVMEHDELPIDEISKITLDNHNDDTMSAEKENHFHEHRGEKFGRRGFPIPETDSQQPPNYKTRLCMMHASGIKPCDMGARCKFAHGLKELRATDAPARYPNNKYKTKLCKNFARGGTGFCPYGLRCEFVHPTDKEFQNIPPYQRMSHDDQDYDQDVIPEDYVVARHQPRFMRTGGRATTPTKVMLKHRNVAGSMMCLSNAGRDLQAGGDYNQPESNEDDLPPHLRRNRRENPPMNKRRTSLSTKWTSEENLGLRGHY
# GLD-1 RNA inh: GLD-1-TGE RNA interaction inhibition (C. elegans). AID 2280. inhibition, % at 5.96 µM. 320,000 compounds, 0.44% hits. purified GLD-1 + fluorescein TGE RNA, fluorescence polarization. Q17339;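 active means percent inhibition above a per-plate cutoff, the plate mean of test compounds plus 3 SD, cut at about 30% in these data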;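 further: 0% = DMSO wells with GLD-1 and probe and 100% = wells lacking GLD-1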
# MCL1-BIM inh: disrupts human MCL1 binding to BIM-BH3 peptide | GST-MCL1 / FITC-Bim-BH3 fluorescence polarization | inhibition, % at 10.9 µM | 320,000 compounds, 0.68% hits;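 active means inhibition above the mean inhibition of all tested compounds plus 3 SD, set per campaign, cut at about 40% in these data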;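 further: 0% = DMSO wells and 100% = unlabeled Bim-BH3 peptide control; higher means more loss of mP so more displacement of Bim peptide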
# GSTO1 counter: GSTO1 inhibition, counter-screen for RBBP9 inhibitors. P78417. 300,000 compounds, 1.1% hits. inhibition, % at 5.96 µM. recombinant GSTO1, activity-based probe fluorescence polarization. AID 1974;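 active means inhibition above the campaign mean inhibition plus 3 SD, cut at about 35% in these data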;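 further: 0% = GSTO1-1 with DMSO and 100% = wells lacking GSTO1-1 enzyme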
# Target sequence (P78417 whole entry, looked up): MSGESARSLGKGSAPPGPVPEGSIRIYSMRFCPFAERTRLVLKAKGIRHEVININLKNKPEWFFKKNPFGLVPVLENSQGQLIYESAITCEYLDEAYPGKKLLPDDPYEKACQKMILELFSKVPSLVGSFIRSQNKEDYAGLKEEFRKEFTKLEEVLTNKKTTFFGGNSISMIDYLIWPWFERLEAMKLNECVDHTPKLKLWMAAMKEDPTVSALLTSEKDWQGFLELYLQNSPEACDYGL
# Bcl-xL primary: blocks human Bcl-xL binding to Bim BH3 peptide; Q07817; GST-Bcl-xL / FITC-Bim BH3 peptide fluorescence polarization; inhibition, % at 10.9 µM; 320,000 compounds, 0.7% hits;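 active means inhibition above the mean of all tested compounds plus 3 SD, cutoff set per campaign, cut at about 30% in these data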;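 further: 0% = DMSO wells and 100% = unlabeled Bim-BH3 peptide competitor; inhibitors lower millipolarization by displacing the labeled peptide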
# PME-1 inh: blocks human protein phosphatase methylesterase 1. recombinant PME-1, FP-Rh probe fluorescence polarization. inhibition, % at 5.9 µM. Q9Y570. 320,000 compounds, 0.53% hits;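 active means inhibition above the campaign mean of all compounds plus 3 SD, cut at about 26% in these data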;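 further: competitive labeling of PME-1 active site by serine hydrolase directed probe; 0% = PME-1 with DMSO and 100% = wells lacking PME-1 enzyme; inhibitors block probe labeling so polarization falls and inhibition rises; many of its hits are not listed in these tables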
# Target sequence (Q9Y570 whole entry, looked up): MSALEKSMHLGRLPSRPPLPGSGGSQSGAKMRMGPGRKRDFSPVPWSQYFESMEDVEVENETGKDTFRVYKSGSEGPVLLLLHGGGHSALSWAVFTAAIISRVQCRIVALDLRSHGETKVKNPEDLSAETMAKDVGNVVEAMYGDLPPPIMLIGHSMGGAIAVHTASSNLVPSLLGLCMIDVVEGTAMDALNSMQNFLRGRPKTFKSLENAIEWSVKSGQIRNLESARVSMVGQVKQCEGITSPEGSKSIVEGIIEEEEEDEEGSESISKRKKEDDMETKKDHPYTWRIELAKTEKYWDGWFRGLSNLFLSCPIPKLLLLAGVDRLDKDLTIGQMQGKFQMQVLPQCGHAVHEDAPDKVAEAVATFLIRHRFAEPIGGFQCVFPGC
# TPT1 inhibitor: blocks Candida albicans tRNA 2'-phosphotransferase | recombinant caTPT1, FP RNA substrate dephosphorylation | 300,000 compounds, 0.81% hits | inhibition, % at 5 µM;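 active means inhibition above the mean of all tested compounds plus 3 SD, set per screening campaign, cut at about 24% in these data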;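 further: plate controls were DMSO alone for no effect and ferristatin control at 100 nM for full effect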
# Fam108B counter: blocks mouse Fam108B hydrolase in RBBP9 counter-screen | recombinant Fam108B, FP-Rh probe fluorescence polarization | inhibition, % at 9.51 µM | 300,000 compounds, 0.33% hits | AID 1947;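 active means inhibition above the screen mean inhibition plus 3 SD, computed separately per campaign, cut at about 18% in these data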;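 further: inhibitors lower polarization as less probe binds the enzyme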
# The depositor's hits bear a star; ? = inconclusive; . = not tested or not shown.
# A first look, 2 compounds:
SMILES,PAD4 FP inh,MEX-5 binding,GLD-1 RNA inh,MCL1-BIM inh,GSTO1 counter,Bcl-xL primary,PME-1 inh,TPT1 inhibitor,Fam108B counter
COc1ccc(/C=C2/NC(=O)N(CC(=O)Nc3cccc(C)c3)C2=O)cc1O,-5,1.9,3,-1,0,8,-3,-1,-2
Cc1ccc(N(CC(=O)NC2CCCC2)C(=O)Cn2nnc(-c3ccccc3F)n2)cc1,-3,-1.6,8,1,1,1,0,-1,-2

# Main list, repeating the preview:
SMILES,PAD4 FP inh,MEX-5 binding,GLD-1 RNA inh,MCL1-BIM inh,GSTO1 counter,Bcl-xL primary,PME-1 inh,TPT1 inhibitor,Fam108B counter
COc1ccc(/C=C2/NC(=O)N(CC(=O)Nc3cccc(C)c3)C2=O)cc1O,-5,1.9,3,-1,0,8,-3,-1,-2
Cc1ccc(N(CC(=O)NC2CCCC2)C(=O)Cn2nnc(-c3ccccc3F)n2)cc1,-3,-1.6,8,1,1,1,0,-1,-2
Cc1c(OC(C)C(=O)N[C@H](C(=O)O)c2ccccc2)ccc2c3c(c(=O)oc12)CCCC3 (some centres not stated),0,1.8,5,13,4,11,2,-6,3
CC(=O)Nc1ccc(NC(=O)CN(c2cccc([N+](=O)[O-])c2)S(C)(=O)=O)cc1,-2,-0.1,9,2,2,-3,1,1,-2
O=C(Nc1ccccc1C(=O)Nc1ccccc1)c1cccs1,-4,0.1,-5,-3,8,-1,-5,-1,-2
CCOc1cccc(NC(=O)c2cnccc2C(F)(F)F)c1,-3,0.2,8,1,7,5,0,-2,1
CCOc1ccccc1CN1CCN(Cc2cn(C)nc2-c2ccccc2)CC1CCO (configuration not stated),4,.,4,5,0,7,1,-3,-3
O=C(Cn1cnc2ccccc2c1=O)Nc1ccc(S(=O)(=O)N2CCCC2)cc1,1,-0.2,-4,-21,-2,-11,1,-1,4
COc1cc(OC)cc(C(=O)Nc2ccc(S(=O)(=O)Nc3cc(C)on3)cc2)c1,6,-0.6,-1,9,-4,3,-1,-2,1
Cc1ccc2nc(-c3ccc(N)cc3)sc2c1,-5,0.3,-7,7,5,4,8,1,-2
Cc1cccc(C)c1OCC(O)CNS(=O)(=O)c1ccccc1C(=O)N1CCCCC1 (configuration not stated),4,-0.4,5,4,0,4,-5,-2,0
CCCOc1ccc(C(=O)Nc2ccc(N3CCN(C(=O)c4ccco4)CC3)cc2)cc1,2,-0.6,4,6,3,4,1,-1,-3
O=C(Cn1nc(-c2ccccc2)ccc1=O)N1CCCCC1,2,-3.6,1,6,8,4,-13,-1,-3
Cc1cccc(C(C(=O)NCc2ccc(F)cc2)N(C(=O)c2csnn2)C2CC2)c1 (configuration not stated),-2,-0.5,10,8,15,6,12,-1,-2
Cc1cc(C)nc(NC(=O)C(c2ccccc2)c2ccccc2)n1,1,2.2,0,-3,2,1,3,0,-1
Cc1cc(OCC(=O)N2CCC(O)(c3ccc(Cl)cc3)CC2)c2c(C)cc(=O)oc2c1,-1,-0.5,-1,9,0,-1,-2,-2,-2
Cc1cccc(NC(=O)/C=C/c2ccc([N+](=O)[O-])s2)c1,-9,-0.8,4,3,11,3,3,0,-2
COc1cccc(C(=O)N=c2sc3cc(S(C)(=O)=O)ccc3n2C)c1,-3,0.1,4,-11,2,-1,-10,2,1
COc1ccc(C2c3[nH]c4ccccc4c3CCN2Cc2cccn2-c2ncccn2)cc1C (configuration not stated),1,1.8,5,0,-1,3,-5,-1,-2
COc1cc([C@H]2[C@@H]3CCCC[C@]3(O)CCN2CC(=O)Nc2ccc(C)cc2C)ccc1O,-4,-0.6,-3,-1,20,-4,3,4,2
Cc1cc(C)n(C(=O)CCNC(=O)c2ccccc2Br)n1,-3,0.5,-7,5,4,6,3,-9,1
CCN(CCC#N)c1ccc(/C=N/Nc2nc(C)cc(=O)[nH]2)c(C)c1,5,0.8,0,6,4,-4,7,2,1
O=c1c2oc3ccccc3c2ncn1Cc1ccccc1F,1,0.4,6,5,4,5,5,-5,2
O=C(CN1CCOCC1)Nc1ccc([N+](=O)[O-])cc1,0,-0.7,-1,-2,5,-5,2,0,0
COc1ccc(/C=N/n2cnnc2SCCO)cc1OC,7,-0.1,1,0,17,7,2,-4,6
CCOC(=O)C(CCCOc1cccc(CC)c1)C(=O)OCC,-2,-2.4,5,-1,-3,-2,-1,-5,5
Cc1nnsc1-c1c(C(=O)Oc2ccccc2)c(C)nn1-c1ccccc1,2,0.5,-1,-6,4,-1,0,-3,9
O=C(COc1cccc2cccnc12)NNC(=S)Nc1ccccc1,2,0.8,3,-4,11,-4,-5,0,3
CC(=O)Nc1ccc(-n2nnnc2SCC(=O)NCc2cccs2)cc1,2,1.4,0,7,5,2,-5,-2,0
Cc1nc(SCC(=O)O)c2oc3ccccc3c2n1,-2,1.0,6,11,2,8,1,-3,3
Cc1ccc(-n2c(SCC(=O)NCC3CCCO3)nc3ccccc3c2=O)cc1C (configuration not stated),0,-2.9,4,-1,5,1,0,3,-1
COCCNC(=O)CN1C(=O)NC2(CCCCCC2)C1=O,0,0.1,2,-9,4,-3,0,3,-5
O=C(CCn1c(=O)sc2ccccc21)Nc1cccnc1,1,-0.7,4,0,3,1,-2,2,3
CCCCn1c(O)c(C=NCCCN(C)C)c(=O)[nH]c1=O,1,0.6,8,7,8,5,1,-2,6
CCN(CC(=O)Nc1ccc(NC(C)=O)cc1)C(=O)c1cccc(S(=O)(=O)N2CCc3ccccc3C2)c1,0,-0.6,-4,-9,-8,-7,6,-1,3
Nc1sccc1C(=O)c1ccccc1,-7,-0.6,9,15,-6,12,1,-2,1
CCCCSc1nc(N)c(C#N)c(-c2cccs2)c1C#N,-4,-0.4,-3,3,-9,3,-19,2,-11
COc1ccc(CN2CCC(C(=O)c3cccc(Cl)c3)CC2)cc1,0,-0.3,-5,-5,3,3,-4,0,-1
Cc1ccc(-n2ncc3c(=O)n(-c4ccc(C)c(C)c4)c(C)nc32)cc1,-2,1.7,-2,3,-1,4,11,4,1
CCN(CC(=O)Nc1ccc(C)c(S(=O)(=O)N(C)C)c1)Cc1ccccc1,-1,-3.1,5,3,5,4,7,-1,-4
Cc1ccc(-c2nnc(CSc3nnc(COc4cccc5ccccc45)n3-c3ccccc3)o2)cc1,0,-2.0,7,1,-11,-2,-9,-1,-7
CN(C)S(=O)(=O)c1cccc(NC(=O)CSc2ncnc3ccccc23)c1,15*,-17,2,-14,-4,-4,3,0,0
CCCCn1c(N)c(N(CC(C)C)C(=O)C2CC(=O)N(c3ccc(CC)cc3)C2)c(=O)[nH]c1=O (configuration not stated),-2,-0.4,3,-8,7,-8,-6,1,-4
O=C(Nc1ccc(-c2cnco2)cc1)c1ccccc1,3,-0.4,0,3,2,0,-4,-2,3
Cc1cc(-c2ccccc2)n2ncnc2n1,2,0.9,-4,1,-3,4,2,-1,3
Cn1c2ccccc2c2cc(/C=N/NC(=O)c3ccc(O)cc3O)ccc21,-5,12,-2,9,-51,-2,47*,-3,15
COC(=O)C1=C(C(=O)c2ccccc2)C(c2ccccc2)n2nnnc2N1 (configuration not stated),-1,2.8,-1,-7,4,-3,-3,0,0
O=C(CN1CCOCC1)NCc1cc([N+](=O)[O-])ccc1O,0,-0.2,1,-4,0,1,-2,1,1
CCN(CC)C(=O)C1CCC(CNS(=O)(=O)c2cccc3cccnc23)CC1 (configuration not stated),0,1.1,-2,-4,8,2,1,-2,1
CCCN1CCN(CCCNC(=O)CN2C(=O)c3cccnc3Oc3ccc(Cl)cc32)CC1,-1,0.7,-2,1,-2,0,-6,2,-1
O=C(CCC(=O)N1CCOCC1)Nc1nnc(C2CCCCC2)s1,1,2.1,5,5,6,3,-2,2,-1
CN1C(=O)C(CC(=O)NC2CCCCC2)SC1=Nc1ccccc1 (configuration not stated),-5,-1.4,-5,5,-1,3,3,0,-1
O=C1CN(S(=O)(=O)c2cc(Cl)ccc2Cl)CCN1,3,0.7,6,-3,-5,-2,2,-5,2
N#Cc1cccc(NC(=O)CN2C(=O)NC3(CCCCCC3)C2=O)c1,2,.,8,3,.,0,-2,.,.
NC(=O)c1ccc2c(=O)n3c(-c4cccs4)csc3nc2c1,2,-0.2,4,7,5,10,4,1,2
CCCCCC(=O)Cc1cc(O)cc2c1C(=O)Oc1cc(O)c(C(=O)O)c(CCCCC)c1O2,-1,-4.3,5,28,4,17,16,-6,-2
O=C(c1cc(-c2cccc(Cl)c2)on1)N1CCCC1,-3,-6.5,1,2,2,4,5,0,0
N#Cc1c(-c2ccco2)c2c([nH]c1=S)CCCC2,-3,0.4,0,17,4,14,-2,4,4
COc1cc(OC)c(OC)cc1/C=C1/Cc2ccccc2C1=O,0,?,-75,111*,-1,18,0,-5,0
CCc1ccc(OC(C)C(=O)Nc2ccccc2C(=O)N2CCOCC2)cc1 (configuration not stated),0,-4.8,3,6,1,3,1,-5,0
# (cont.)
SMILES,PAD4 FP inh,MEX-5 binding,GLD-1 RNA inh,MCL1-BIM inh,GSTO1 counter,Bcl-xL primary,PME-1 inh,TPT1 inhibitor,Fam108B counter
NC(=O)c1ncc(C(F)(F)F)cc1Oc1cccnc1,-4,0.0,-8,1,1,8,-5,-7,0
Cc1cc2nn(-c3cccc4ccccc34)nc2cc1N,-3,1.5,2,4,15,7,3,1,1
Cc1cc(C)cc(NC2=NCC(=O)N2Cc2ccccc2)c1,0,-0.3,0,3,-5,6,-4,1,3
CCOC(=O)c1ccc(NC(=O)CC2COc3ccccc3O2)cc1 (configuration not stated),0,0.2,6,4,-4,5,-7,-2,-6
O=C(O)CC(NC(=O)C12CC3CC(CC(C3)C1)C2)c1cccc(Cl)c1 (configuration not stated),-5,1.1,-1,1,3,3,4,1,2
O=C(COC(=O)c1ccc2c(c1)S(=O)(=O)c1ccccc1C2=O)NC1CC1,-3,-3.1,3,2,5,2,2,-5,4
COc1ccc2c(c1)cc(C(=O)N[C@H](C(=O)N1CCC[C@H]1C(=O)O)C(C)C)n2C,0,-2.3,2,-1,0,1,-2,-1,2
CCN1C(=O)/C(=C2/Sc3ccccc3N2CC)S/C1=N\c1ncn[nH]1,-1,9.2,-50,-29,-3,-14,34*,36*,14
CCOC(=O)c1c(CSc2ccc(C)cc2)n(C)c2cc(Br)c(O)c(CN(C)C)c12,-6,-2.1,1,3,5,9,11,0,1
Cc1ccn2cc(C34CC5CC(CC(C5)C3)C4)nc2c1,-7,0.6,2,-2,-9,7,-4,-7,-2
O=C(NCCCn1ccnc1)C(F)(F)C(F)(F)C(=O)NCCCn1ccnc1,-2,-6.6,3,6,5,0,-1,1,-1
COc1ccccc1/C=C/C=N/n1c(-c2ccc(C)cc2)n[nH]c1=S,-2,3.3,-7,-20,9,-7,1,-2,7
COc1cc(S(=O)(=O)N2CCOCC2)c(OC)c(S(=O)(=O)N2CCOCC2)c1,3,1.6,-1,-1,10,0,-6,0,0
COc1c2ccoc2c(OC)c2oc(=O)ccc12,-1,1.9,5,-5,6,-2,-5,1,-5
CCOC(=O)N1CCN(C(=O)c2ccc3nc(N4CCC(C)CC4)sc3c2)CC1,1,-0.3,-1,2,-3,-3,-6,0,3
CC(=O)NC1c2ccccc2C(=O)N1Cc1ccccc1 (configuration not stated),-2,-1.2,-3,1,6,-5,0,-4,1
CCOc1ccc(Cc2n[nH]c(=S)n2N)cc1,3,6.0,6,-10,1,-14,1,1,5
CN(C)c1nc(N(C)C)nc(N2CC(CCl)OC2=N)n1 (configuration not stated),-6,3.3,-2,-3,-4,-2,2,-2,-3

# An excerpt, so the mix of outcomes need not match the whole.
